Screening results from PubChem BioAssay.
EBI2 block: EBI2 receptor antagonists, beta-arrestin recruitment, primary screen, cell-based, luminescence, 7a,25-OHC stimulation, uHTS; G-protein coupled receptor 183 (Homo sapiens), P32249; 7a,25-OHC stimulated; inhibition, % at 5 µM; 0.81% of 360,000 active; AID 651636, 2012; in the data active = inhibition above about 38%;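 note: enzyme fragment complementation signal reports receptor beta-arrestin coupling in cells; 0% = agonist plus DMSO wells and 100% = wells without agonist; some results beyond the cut were filed as inactive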
CXCR6 block: CXCR6 receptor inhibitors, primary screen, cell-based, beta-arrestin, luminescence, CHO-K1 PathHunter, 1536-well. C-X-C chemokine receptor type 6 (Homo sapiens), O00574. inhibition, % at 20 µM. 0.36% of 360,000 active. AID 602244, 2012; in the data active = inhibition above about 34%, passing the limit was not always enough;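 note: antagonist mode with CXCL16 agonist at 10 nM final; 0% = 10 nM CXCL16 with DMSO and 100% = unstimulated wells without agonist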
Active calls of the source: *.

SMILES	EBI2 block	CXCR6 block
CC1(C)C2CC[C@]3(C)[C@H](C(=O)C=C4[C@@H]5C[C@@](C)(C(=O)O)CC[C@]5(C)CC[C@]43C)[C@@]2(C)CC[C@@H]1O[C@H]1O[C@H](C(=O)O)[C@@H](O)[C@H](O)[C@H]1O[C@@H]1O[C@H](C(=O)O)[C@@H](O)[C@H](O)[C@H]1O (some centres undefined)	-3.1	5.3

Only part of the results is shown. The share of hits here may be higher or lower than overall.
